Source: PubChem
POLB inh – blocks human DNA polymerase beta activity; 340,000 compounds, 1.3% hits; Pol beta primer extension/strand displacement, fluorescence kinetic; Potency, µM (doses to about 114 µM), inactives show at the highest dose activity change, negative = inhibition, most hits filed as inhibitors; further: potency means the concentration at half of the fitted maximal effect; on the % scale 0 is the no-effect control and ±100 the full control effect
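Curves were derived by four-parameter Hill fits of normalized qHTS data. The kinetic fluorescent primer-extension read was taken at 0 and 10 min after 50 nM substrate, following a 15 min room-temperature preincubation of 10 nM enzyme with compounds.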
POLH inh – inhibitors of human DNA polymerase eta. Q9Y253. recombinant Pol eta, fluorescent DNA replication assay. Potency, µM (doses to about 114 µM), without a hit: top-dose activity change, negative = inhibition, actives largely listed as inhibitors. 390,000 compounds, 1.2% hits; further: potency means the concentration at half of the fitted maximal effect; on the % scale 0 is the no-effect control and ±100 the full control effect
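Fluorescent replication assay: 50 nM final substrate added after a 15 min room-temperature compound preincubation with 10 nM enzyme. Signal taken at 0 min and again at 10 min.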
Pol kappa inh – DNA polymerase kappa (human) inhibition; purified Pol kappa, fluorescent DNA synthesis assay, 10 min; Potency, µM (highest dose often 107 µM), inactives show at the highest dose activity, negative = inhibition, usual class: inhibitors; AID 588579; 400,000 compounds, 0.53% hits; further: potency means the concentration at half of the fitted maximal effect; on the % scale 0 is the no-effect control and ±100 the full control effect
Target sequence (Q9UBT6 whole entry, looked up): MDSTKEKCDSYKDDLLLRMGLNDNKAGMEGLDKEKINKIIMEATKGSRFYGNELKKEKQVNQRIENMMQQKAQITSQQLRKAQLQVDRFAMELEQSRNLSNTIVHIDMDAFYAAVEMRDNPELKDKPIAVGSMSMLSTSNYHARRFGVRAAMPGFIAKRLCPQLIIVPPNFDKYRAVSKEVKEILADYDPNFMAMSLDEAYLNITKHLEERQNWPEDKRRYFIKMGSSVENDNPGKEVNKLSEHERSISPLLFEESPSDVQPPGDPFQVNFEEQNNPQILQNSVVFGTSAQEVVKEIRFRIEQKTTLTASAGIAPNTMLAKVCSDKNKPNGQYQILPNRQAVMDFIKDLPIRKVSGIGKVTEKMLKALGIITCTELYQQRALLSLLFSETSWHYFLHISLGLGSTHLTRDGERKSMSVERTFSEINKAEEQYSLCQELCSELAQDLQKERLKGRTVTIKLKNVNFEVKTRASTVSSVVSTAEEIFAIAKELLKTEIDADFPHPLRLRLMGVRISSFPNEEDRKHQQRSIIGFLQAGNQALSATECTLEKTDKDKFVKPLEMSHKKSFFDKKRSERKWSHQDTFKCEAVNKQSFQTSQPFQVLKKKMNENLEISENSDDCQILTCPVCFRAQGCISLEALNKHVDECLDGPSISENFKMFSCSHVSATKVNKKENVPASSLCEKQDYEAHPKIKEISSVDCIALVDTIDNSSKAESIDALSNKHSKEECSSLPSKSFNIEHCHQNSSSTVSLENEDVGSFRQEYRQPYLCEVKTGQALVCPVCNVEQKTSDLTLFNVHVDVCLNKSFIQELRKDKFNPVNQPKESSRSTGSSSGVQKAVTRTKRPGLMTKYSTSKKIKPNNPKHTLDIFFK
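Fluorescent qHTS in 1536-well format: enzyme (10 nM) and compound sat 15 min at room temperature before 50 nM substrate (final) was added. Signal taken at 0 and 10 min; no-enzyme buffer wells were negative controls.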
Apoferritin bind – binds horse apoferritin like a general anesthetic; AID 485281; apoferritin/1-aminoanthracene competitive binding, fluorescence; P02791; 350,000 compounds, 0.074% hits; Potency, µM (doses to about 77.5 µM), inactives show at the top dose activity change, negative = displacement, actives largely listed as inhibitors; further: potency means the concentration at half of the fitted maximal effect; on the % scale 0 is the no-effect control and ±100 the full control effect; nearly all actives have a fitted effect of over 20% in size
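Probe: 1-aminoanthracene (50% saturated, PBS). Protein: horse-spleen apoferritin, 10 uM. Incubation: 10 min, room temperature. Detection: 380 nm excitation, 535 nm emission. Analysis: normalized response, four-parameter Hill.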
RGS4 inh – inhibitors of human regulator of G protein signaling 4; Transcreener GDP fluorescence polarization, RGS4-accelerated GTP hydrolysis; Potency, µM (titrated, usually from 114 µM), for inactives: at the top dose activity change, negative = inhibition, most hits filed as inhibitors; 390,000 compounds, 0.039% hits; further: potency means the concentration at half of the fitted maximal effect; on the % scale 0 is the no-effect control and ±100 the full control effect; nearly all actives have a fitted effect of over 75% in size; some results filed as inactive show a strong effect at the top dose
Target sequence (P49798 whole entry, looked up): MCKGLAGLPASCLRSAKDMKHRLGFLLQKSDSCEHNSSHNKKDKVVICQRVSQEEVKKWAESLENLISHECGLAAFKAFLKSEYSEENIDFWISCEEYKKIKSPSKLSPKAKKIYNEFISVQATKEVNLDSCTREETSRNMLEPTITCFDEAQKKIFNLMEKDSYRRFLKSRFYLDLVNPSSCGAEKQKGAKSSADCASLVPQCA
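MLSMR compounds (23 nl, pin-transferred) preincubated 10 min at room temperature with a 500nM (2x) first reagent, then RGS4 at 900nM (2x) plus Transcreener GDP mix added; fluorescence polarization (620/688 nm) read before and after 90 min at 30 °C.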
APEX1 inh – inhibitors of human APE1 endonuclease. P27695. recombinant APE1, TAMRA/BHQ-2 abasic DNA cleavage fluorescence. Potency, µM (series often up to 65.8 µM), for the others: at the top dose activity change, negative = inhibition, most hits filed as inhibitors. 350,000 compounds, 0.35% hits. AID 2517;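 further: potency means the concentration at half of the fitted maximal effect; plate controls were vehicle for no effect and reference inhibitor for full effect; nearly all actives have a fitted effect of over 55% in size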
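Kinetic fluorescence read (525 ex/598 em nm, three reads 60 s apart) of AP-site incision; signal = third minus first read. Enzyme 0.75 nM, dual-labelled THF duplex 50 nM, compound preincubation 15 min RT.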
LDHA block – inhibitors of human lactate dehydrogenase A; P00338; purified LDHA, NADH/diaphorase-resazurin fluorescence; active compounds read low; activity change, % (values are at about 110 or 230 µM); 480,000 compounds, 0.15% hits; AID 1347041; in the data active means activity change below about -30%; inconclusive means mostly about -25% to -30%;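 further: plate controls were DMSO wells for no effect and wells without enzyme for full effect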
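LDH5 2 nM; NADH 0.06 mM, pyruvate 0.2 mM; 200 mM Tris pH 7.4, EDTA, Tween-20; 5 min RT. Detection: diaphorase 0.133 mg/mL + resazurin 37 µM, fluorescence ex540/em590 at 0 and 20 min; normalized to enzyme-free and DMSO wells.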
ALOX12 inh – inhibitors of human 12S-lipoxygenase ALOX12 | purified 12hLO, xylenol orange hydroperoxide absorbance | Potency, µM (doses to about 108 µM), inactives show at the top dose activity change, negative = inhibition, actives largely listed as inhibitors | 580,000 compounds, 1.1% hits | AID 1671190; further: potency means the concentration at half of the fitted maximal effect; on the % scale 0 is the no-effect control and ±100 the full control effect
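Purified human 12hLO (150 nM final) in 25 mM Hepes, 0.01% Triton X-100, pH 7.0 was preincubated 15 min at room temperature with compound. Then 40 uM arachidonic acid was added, 30 min. Hydroperoxide was read by Fe-XO absorbance ratio 573/405 nm.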
ERG-DNA inh – blocks human ERG Ets domain binding to DNA. fluorescence polarization, His-ERG Ets domain / labelled DNA. Potency, µM (highest dose often 76.9 µM), for inactives: at the top dose FP activity, negative = inhibition, actives largely listed as inhibitors. 370,000 compounds, 0.028% hits. AID 624246; active means well fitted inhibition curve with a large enough effect in the polarisation, with a control signal flat; inconclusive means small, poorly fitted or top-dose-only effect, or effect the other way, or a change in a side signal; inactive means no such curve, though single readings can be large or run the other way; the % refers to the polarisation;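 further: polarization taken with two DNA probes labelled with fluorescein and Texas red; potency means the concentration at half of the fitted maximal effect; % of control where 0% means no effect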
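His-tagged ERG Ets domain (1 uM in the protein solution; 300mM KCl, 50mM Tris-HCl, 1mM EDTA, 1mM DTT, pH 7.5) received compound, then a probe mix of 5 nM fluorescein-DNA and 100nM Texas-615-DNA. Fluorescence polarization was read for both dyes.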
Active calls of the source: *; ? = inconclusive; nt = not tested or not shown; & = joins results of further samples; ! = a repeat was not active; [ ] = another dose, or the depositor's remark. Unless noted, the call rests on the fitted dose curve; in most records, active means well fitted curve in the direction sought with a large enough effect; inconclusive means small, poorly fitted or top-dose-only effect, or another doubt; inactive means no such curve, though single readings can be large; an effect the other way counts as inactive or inconclusive. Some of the compounds tested; the hit share may differ from the screen's.

SMILES	POLB inh	POLH inh	Pol kappa inh	Apoferritin bind	RGS4 inh	APEX1 inh	LDHA block	ALOX12 inh	ERG-DNA inh
O=[N+]([O-])c1ccc(C=NNC(=S)NN=Cc2ccc([N+](=O)[O-])cc2)cc1	nt	?	25µM*	nt	?	nt	-20	?	17%
COc1ccc(-c2nc(NC(=O)c3cc(C(C)(C)C)nn3C)sc2C)cc1	-22%	-16%	-19%	-7%	9%	2%	-3	nt	-5%
c1ccc(Cn2nnc3ccccc32)cc1	48%	-17%	2%	-23%	24%	5%	-2	8%	13%
CCOC(=O)c1cc2c(=O)n3ccccc3nc2n(CC2CCCO2)c1=NC(=O)c1cccc(C)c1 (centres undefined)	37%[activator]	-9%	-9%	109%[activator]	21%	nt	-5	-1%	1%
O=C(Nc1ccc(-c2csc(-c3ccccc3)n2)cc1)c1ccccc1	1%	-10%	-9%	-4%	-14%	1%	1	0%	4%
CC1(C)[C@@H](O)CC[C@]2(C)[C@H]3C(=O)C=C4[C@@H]5C[C@@](C)(C(=O)O)CC[C@]5(C)CC[C@@]4(C)[C@]3(C)CC[C@@H]12	11%	-17%	34µM*!	-3%	12%	-7%&-4%	-3	-11%	-1%
N#CC1=C(N)NC(SCC(=O)O)=C(C#N)C12CCCC2	4%	?	-31%	-8%	-25%	0%	-6	?	-1%
O=C(c1ccc(Br)cc1)N1CCN(CCc2ccncc2)CC1	16%	-24%	-2%	1%	42%	nt	1	-12%	2%
Cc1ccc(NC(=O)NC(=O)CN2CCN(c3ccc(O)cc3)CC2)c(C)c1	1%	-22%	-9%	-10%	?	13%	36	?	2%
COc1ccc(N2CCN(c3ccc(-c4nc(-c5ccccc5C)no4)cc3[N+](=O)[O-])CC2)cc1	10%	0%	-15%	2%	13%	nt	-4	?	1%
Cc1nn(Cc2c(F)c(F)c(F)c(F)c2F)c(C)c1NC(=O)c1ccc(COc2ccccc2Cl)cc1	1%	-18%	-13%	?	-16%	-3%	-3	1%	7%
Cc1ccccc1CS(=O)(=O)Cc1ccc(C(=O)NCCc2ccccc2)o1	17%&27%	-10%&-19%	17%	-13%&-10%	-41%[56.9 µM]	12%	-1&0	5%&0%	-7%&-3%
CCOC(=O)C1CCCN(C(=O)c2cc3ccccc3oc2=O)C1 (centres undefined)	7%	-13%	13%	-6%	11%	9%	-1	-14%	-2%
Cc1ccccc1C(=O)Nc1cc(-c2cc(C(C)(C)C)oc2C)nn1C	2%	-9%	-12%	-17%	-4%	-8%	-3	172%[activator]	-4%
Oc1ccc(-c2cn3ccccc3n2)cc1	-11%	-8%	17%	3%	-21%	1%	-3	-1%	-3%
Cc1nc(N2CCC(C)CC2)c2oc3ccccc3c2n1	-3%	-14%	-10%	-15%	-30%	-4%	-4	?	-16%
CCN1C(=O)C2(C(C#N)=C(N)Oc3n[nH]c(COC)c32)c2ccccc21 (centres undefined)	?	-4%	-9%	-6%	-2%	1%	5	5%	nt
C=CCn1c(SCC(=O)Nc2cccc(S(N)(=O)=O)c2)nnc1C1CCCCC1	nt	-11%	14%	nt	-19%	15%	-1	11%	-4%
O=[N+]([O-])c1ccccc1S(=O)(=O)Nc1ccn(Cc2c(F)cccc2Cl)n1	39%	-22%	-6%	-9%	9%	11%	-4	1%	-2%
COc1ccc(CCCn2ncc3c2nc(N)n2nc(-c4ccco4)nc32)cc1	nt	nt	-12%[60.1 µM]	3%	nt	2%	nt	208%[activator]	nt
Cc1cccc(NC(=S)NCCc2ccc(F)cc2)c1C	22%	-22%	6%	-12%	0%	18%	0	40µM*	2%
CCOc1ccccc1NC(=O)COC(=O)C(CC)c1ccccc1 (centres undefined)	3%	-22%	0%	-13%	-27%	5%	1	-1%	0%
O=S(=O)(c1cccc(-c2nc3n(n2)Cc2ccccc2-3)c1)N1CCCC1	9%	-9%	-6%	-5%	-23%	3%	4	3%	nt
Cc1noc(C)c1C(=O)NC1CCCc2ccccc21 (centres undefined)	1%	-13%	0%	6%	-16%	3%	-1	9%	-3%
Cc1sc(NC(=O)c2ccco2)nc1-c1ccccc1	3%	-4%	-9%	-9%	22%	-2%	-11	-23%	-8%
C=CCOC(=O)CC(NC(=O)c1ccccc1)c1ccccc1 (centres undefined)	27%	-18%	-9%	-11%	-7%	-4%	-3	-24%	-1%
CC(=O)CSc1ncnc2scc(-c3ccc(F)cc3)c12	-28%	-17%	-4%	?	12%	3%	-1	-1%	-8%
Cc1ccc(C)c(NC(=O)CSc2nncn3c2cc2sccc23)c1	4%	0%	-6%	-10%	-26%	nt	-6	-19%	0%
CCN1CCN(Cc2nc3cc(NC(=O)c4cccc([N+](=O)[O-])c4)ccc3n2CC)CC1	-8%	-12%	-1%	63%[activator]	23%	nt	-5	-18%	-6%
O=C(CSc1nc(O)c(C/C=C/c2ccccc2)c(=O)[nH]1)Nc1cccc(F)c1	?	9%	-23%	-8%	-12%	nt	-8	?	0%
C=CCn1c(=O)c2ccccc2n2c(SCC(=O)NCc3cccs3)nnc12	-18%	-16%	1%	-17%	-11%	9%	-1	1%	0%
O=C(CCN1CCCC1)Nc1ccccc1	-2%	-12%	4%	0%	4%	-1%	-1	6%	-3%
CC(C)[C@H](NC(=O)C1CCN(S(=O)(=O)c2ccccc2)CC1)C(=O)NCc1ccccn1	0%	-17%	1%	-3%	-4%	42%	0	3%	-5%
COC(=O)c1c(C(=O)OC)c(-c2ccc(Cl)cc2)n2c1CS(=O)(=O)C2	-2%	0%	-8%	-3%	?	-3%	-13	0%	6%
CC(=O)c1cccc(N(C(=O)CNC(=O)c2cccs2)C(C(=O)NCC2CCCO2)c2ccccc2)c1 (centres undefined)	22%	0%	-13%	-11%	12%	8%	-12	2%	117%[activator]
Cn1c(=O)oc2cc(S(=O)(=O)NCc3ccc(F)cc3)ccc21	11%	-16%	-3%	-5%	6%	39%[activator]	3	0%	7%
CN(C)c1ncc(CN2CCC(CO)(CCCc3ccccc3)CC2)s1	-1%	-3%	-10%	-8%	23%	-10%	0	-8%	-3%
Cc1ccc(NC(=O)N2CCC(C(=O)NCc3ccccc3)CC2)cc1	4%	-7%	-4%	2%	8%	13%	-7	1%	12%
Cn1nnnc1Sc1ncnc2scc(-c3ccc(C(F)(F)F)cc3)c12	nt	-16%	-5%	nt	-11%	-4%	-2&-4	-10%	nt
CCCCNc1c(NC(C)=O)c(=O)oc2ccccc12	-6%	-24%	0%	-5%	-3%	-1%	3&-7	-12%&0%	7%
Cc1cccc(NC(=O)c2cccc([N+](=O)[O-])c2O)c1C	nt	-16%	-4%	nt	-13%	nt	-17	?	nt
COC(=O)c1ccc(OCC(=O)c2ccc(C)c(C)c2)cc1	28%	-18%	-3%	-17%	8%	-10%	4	-12%	-2%
CCOC(=O)c1oc2ccccc2c1NC(=O)c1cc(OC)cc(OC)c1	29%	-10%	-11%	-11%	14%	3%	-10	4%	-1%
CCc1c(C(=O)NNC(=S)NCC2CCCO2)csc1C (centres undefined)	21%	-4%	-5%	-6%	-14%	3%	-8	9%	-7%
CC(C)(C)c1ccc(OCC(=O)NNC(=O)Cc2cccs2)cc1	11%	-16%	-13%	-23%	5%	-1%	-15	16%	-5%
COc1ccccc1-c1cn(C(C)(C)C)nc1C	-24%	-7%	-5%	?	17%	1%	-3	-1%	47%[activator]
Cc1cc(NC(=O)CSc2ccccn2)cc(NC(=O)CSc2ccccn2)c1	7%	-13%	2%	-6%	-10%	34%	-5	-20%	-7%
CCCCC(=O)NCCNc1nc2c(c(=O)n(C)c(=O)n2C)n1Cc1ccc(F)cc1	-11%	-9%	11%	-2%	-19%	5%	3	-25%	10%
Cn1c(=O)c2sccc2n2c(CCC(=O)N3CCN(c4cccc(Cl)c4)CC3)nnc12	23%	-8%	3%	-3%	-3%	nt	-9	-12%	-3%
Cc1cccc(C)c1NC(=O)CNC(=O)CN1C(=O)NC2(CCc3ccccc32)C1=O (centres undefined)	nt	-25%	-3%	nt	-3%	37%	-9	9%	-4%
Cc1c(CCC(=O)O)c(=O)oc2c(C)c3occ(-c4ccc(Br)cc4)c3cc12	43%[activator]	18µM*	-5%	-8%	0%	?	-4	?	?
CCC(c1nnc(SC(C)C(=O)NC2CC2)n1-c1ccc(OC)cc1)N(C)C (centres undefined)	nt	-12%	-17%	nt	20%	37%	-3	-12%	-14%
O=C(COc1cccc2ccccc12)NNC(=O)Nc1ccccc1	-19%	4%	-1%[60.1 µM]	?	6%	-2%	-1	3%	nt
Cc1cc(C)cc(NC(=S)N2CCC(NC(=O)c3ccco3)CC2)c1	15%	-11%	3%	-3%	-1%	8%	-3	7%	2%
CC1(C)CC[C@@]23CC[C@]4(C)[C@@](OC2=O)(C3C1)[C@H]1O[C@H]1C1[C@@]2(C)CC[C@H](O)C(C)(C)C2CC[C@]14C (some centres undefined)	nt	-24%	7%	nt	14%	nt	-5	nt	-2%
NC(=O)C1CCN(C(=O)c2ccc(Cl)c(S(=O)(=O)NCc3ccco3)c2)CC1	nt	3%	-1%	nt	-8%	5%	-3	10%	4%
